Screening data deposited in PubChem BioAssay by National Center for Advancing Translational Sciences (NCATS).
IMPase Li inh = qHTS Assay for Identifying the Cell-Membrane Permeable IMPase Inhibitors: Potentiation with Lithium; CHO-M1 cells, IP1 TR-FRET (IP-One), carbachol + lithium; Potency, µM (highest dose often 59.4 µM), without a hit: top-dose activity, negative = IMPase inhibition, most hits filed as inhibitors; hit rate 0.35% among 210,000;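 note: IP1 builds up when IMPase is blocked and the TR-FRET signal falls; plate controls were basal vehicle for no effect and high inhibitor control for full effect; nearly all actives have a fitted effect of over 50% in size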
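CHO cells stably expressing M1 receptor (2000/well, cultured 16–30 h) treated 30 min at 37C with compound plus low lithium. Cytosolic IP1 by TR-FRET (665/620 ratio and 620 channel) after 10 min lysis; AC50 by Hill fit.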
HttQ103 aggreg = qHTS Multiplex Assay to Identify Dual Action Probes in a Cell Model of Huntington: Aggregate Formation (GFP); PC12 HttQ103-GFP aggregates, Acumen cytometry, 40 h; Potency, µM (highest dose often 46.1 µM), inactives show at the top dose activity change, negative = inhibition, most hits filed as inhibitors; hit rate 1.1% among 220,000; note: % is set by controls: 0 for no effect and ±100 for the full control effect; nearly all actives have a fitted effect of over 60% in size
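PC12 cells stably carrying ecdysone-inducible HTT exon 1 Q103–GFP were induced with tebufenozide (100 nM final) and treated with library compounds in titration. GFP aggregates in lysates were counted by laser scanning cytometry.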
GAA inhib = qHTS Assay for Inhibitors of Human alpha-Glucosidase as a Potential Chaperone Treatment of Pompe Disease; Lysosomal alpha-glucosidase (Homo sapiens), P10253; purified human GAA, 4-MU-alpha-glucoside fluorescence; Potency, µM (doses to about 76.9 µM), for the others: top-dose activity change, negative = inhibition, hits mostly inhibitors; hit rate 0.005% among 200,000; AID 1466, 2008;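 note: plate controls were uninhibited enzyme wells for no effect and no-enzyme background for full effect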
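Compounds are titrated up to 77 uM against 4 nM human enzyme. Substrate 4-methylumbelliferyl-alpha-D-pyranoside (400 uM) reacts 20 min at room temperature in pH 5.0 buffer; liberated 4-methylumbelliferone is read at 440 nm.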
aGlu spleen mod = qHTS Assay for Inhibitors and Activators of Human alpha-Glucosidase From Spleen Homogenate; Lysosomal alpha-glucosidase (Homo sapiens), P10253; Potency, µM (highest dose often 79.9 µM), inactives show top-dose activity change, negative = inhibition, usual class: inhibitors; hit rate 0.006% among 240,000; human spleen homogenate, 4-MU-alpha-glucoside fluorescence; AID 2112, 2009;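 note: 0% = enzyme with vehicle and -100% = no enzyme basal signal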
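Enzyme source: human spleen homogenate, 1 ug/well. Buffer 50 mM citric acid/K phosphate pH 5.0, 0.01% Tween-20. 4-MU-alpha-glucoside 1 mM; 37 C x 40 min; NaOH/glycine stop; fluorescence.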
HTT cytoprotect = qHTS Multiplex Assay to Identify Dual Action Probes in a Cell Model of Huntington: Cytoprotection (ATP); PC12 HTT-Q103 induced, cytoprotection, ATP luminescence, 40 h; Potency, µM (series often up to 56.4 µM), inactives show cytoprotection (ATP increase), usual class: activators; hit rate 0.14% among 230,000;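 note: % of control where 0% means no effect; nearly all actives have a fitted effect of over 45% in size; toxic huntingtin expression switched on by the ecdysone agonist tebufenozide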
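Quantitative HTS on tebufenozide-induced (100 nM) PC12 cells expressing HTTQ103 exon 1–GFP; compounds tested as a concentration series; survival measured via cellular ATP.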
GoLoco inh red = qHTS Assay for Inhibitors of RGS12 GoLoco Motif Activity (Red Fluorophore); Potency, µM (series often up to 61.6 µM), for inactives: top-dose activity, negative = inhibition, hits mostly inhibitors; hit rate 0.44% among 230,000; AID 880, 2007; Gai1:RGS12 GoLoco peptide FP, rhodamine, 10 min; Guanine nucleotide-binding protein G(i) subunit alpha-1 (Homo sapiens), P63096; active = well fitted inhibition curve with a large enough effect, not every such curve was filed as active; inactive = no such curve, though single readings can be large or run the other way; note: % is set by controls: 0 for no effect and ±100 for the full control effect; nearly all actives have a fitted effect of over 30% in size; many of its hits are not listed in these tables
Target sequence (P63096 whole entry, looked up): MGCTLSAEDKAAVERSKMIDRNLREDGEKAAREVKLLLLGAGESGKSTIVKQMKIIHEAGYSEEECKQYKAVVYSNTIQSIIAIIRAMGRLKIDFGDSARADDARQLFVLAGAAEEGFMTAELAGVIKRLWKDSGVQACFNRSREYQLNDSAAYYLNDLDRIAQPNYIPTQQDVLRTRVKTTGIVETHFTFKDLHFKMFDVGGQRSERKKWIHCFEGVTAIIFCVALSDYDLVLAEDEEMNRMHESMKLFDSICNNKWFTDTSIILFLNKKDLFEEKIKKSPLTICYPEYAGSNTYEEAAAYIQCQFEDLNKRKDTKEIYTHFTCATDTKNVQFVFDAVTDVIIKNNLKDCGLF
GAA glycogen mod = qHTS Assay for Inhibitors and Activators of Human alpha-Glucosidase Cleavage of Glycogen | Potency, µM (highest dose often 76.4 µM), for the others: at the top dose activity change, negative = inhibition, usual class: inhibitors | recombinant GAA, glycogen substrate, Amplex Red glucose oxidase fluorescence | AID 2100, 2009 | hit rate 0.38% among 300,000 | Lysosomal alpha-glucosidase (Homo sapiens), P10253;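 note: 0% = full enzyme reaction and -100% = no-enzyme basal signal; the screen sought inhibitors and activators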
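Recombinant enzyme (4 nM final) with compounds titrated up to 77 uM and bovine liver glycogen (30 ug) in citrate pH 5.0, 0.01% Tween-20, 37 C 40 min. Released glucose detected by Amplex Red/glucose oxidase (Ex 573/Em 610); AC50 from Hill fits.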
The depositor's hits bear a star; & = joins results of further samples; [ ] = dose if it differs, or a comment. Unless noted, calls come from the whole dose curve; as a rule, active = well fitted curve in the direction sought with a large enough effect; inconclusive = small, poorly fitted or top-dose-only effect, or another doubt; inactive = no such curve, though single readings can be large; an effect the other way counts as inactive or inconclusive. Potency is the fitted concentration of half-maximal effect.

Screening O=C(Nc1cccc(C(=O)N2CCN(Cc3ccccc3)CC2)c1)c1ccccc1 returned IMPase Li inh -6%[38.3 µM], HttQ103 aggreg 11µM*, GAA inhib -6%, aGlu spleen mod 0%, HTT cytoprotect -11%, GoLoco inh red -1% and GAA glycogen mod 6%.
Cc1cccn2c(=O)c3cc(C#N)c(=O)n(CC4CCCO4)c3nc12 (stereo not drawn) was read as IMPase Li inh -27%[38.3 µM], HttQ103 aggreg 1%, GAA inhib inconclusive, aGlu spleen mod 23%, HTT cytoprotect -9%, GoLoco inh red -1% and GAA glycogen mod 1%.
Screening Cc1cccc(C(CC(=O)O)n2cccc2)c1 (stereo not drawn) returned IMPase Li inh 19%[38.3 µM], HttQ103 aggreg 3%, GAA inhib 1%, aGlu spleen mod -14%, HTT cytoprotect -1%, GoLoco inh red 3% and GAA glycogen mod 4%.
O=C(CCNS(=O)(=O)c1cccc2nsnc12)NCc1cccs1 was read as IMPase Li inh 14%[38.3 µM], HttQ103 aggreg -9%, GAA inhib inconclusive, aGlu spleen mod -4%, HTT cytoprotect 3%, GoLoco inh red 5% and GAA glycogen mod 3%.
For CCOc1ccccc1NC(=O)Cn1nnc(C(=O)NCCc2ccc(OC)c(OC)c2)c1N the results were IMPase Li inh 4%, HttQ103 aggreg inconclusive, GAA inhib -4%, aGlu spleen mod -6%, HTT cytoprotect -47%[inhibitor][10 µM], GoLoco inh red 1% and GAA glycogen mod 0%.
CC1=NCCN1S(=O)(=O)c1cccc([N+](=O)[O-])c1 was read as HttQ103 aggreg 19%, GAA inhib -1%, aGlu spleen mod -2%, HTT cytoprotect -9%, GoLoco inh red -2% and GAA glycogen mod -3%.
`CC(=O)c1cccc(NC(=O)C2CCCN(S(=O)(=O)c3ccc(F)cc3)C2)c1` (stereo not drawn) gave IMPase Li inh -2%[38.3 µM], HttQ103 aggreg -16%, GAA inhib inconclusive, aGlu spleen mod 3%, HTT cytoprotect -10%[0.074 µM], GoLoco inh red -1% and GAA glycogen mod -2%.
`CCOc1ccc2nc(N3C(=O)CNC3=S)sc2c1` gave HttQ103 aggreg -10%[9.22 µM], aGlu spleen mod -6%, HTT cytoprotect -54%[inhibitor][10 µM], GoLoco inh red 1% and GAA glycogen mod 5%.
Screening Cc1[nH]ccc2c1[nH]c1cc(=O)ccc12 returned IMPase Li inh 11%&15%&3%, HttQ103 aggreg -28%[9.22 µM], GAA inhib -1%, aGlu spleen mod 7%, HTT cytoprotect inconclusive, GoLoco inh red 5% and GAA glycogen mod -12%.
Screening CCCCn1c(NC(=O)c2ccco2)c(S(=O)(=O)c2ccc(C)cc2)c2nc3ccccc3nc21 returned IMPase Li inh inconclusive, HttQ103 aggreg inconclusive, GAA inhib inconclusive, aGlu spleen mod 29%, GoLoco inh red 72%[activator] and GAA glycogen mod -1%.
For CC(C)(CNC(=O)/C=C/c1ccc(F)cc1)CNC(=O)/C=C/c1ccc(F)cc1 the results were IMPase Li inh 14%, HttQ103 aggreg 5%, GAA inhib 2%, aGlu spleen mod -4%, HTT cytoprotect -5%[10 µM], GoLoco inh red 7% and GAA glycogen mod -4%.
`CC(C)Cc1cc(C(=O)Nc2cc(Cl)ccc2Cl)no1` gave IMPase Li inh 28%[38.3 µM], HttQ103 aggreg -18%, GAA inhib -9%, aGlu spleen mod 6%, HTT cytoprotect -2%[10 µM], GoLoco inh red 5% and GAA glycogen mod -3%.

The list goes on (2 carried over from the part before).
For CC(C)(CNC(=O)/C=C/c1ccc(F)cc1)CNC(=O)/C=C/c1ccc(F)cc1 the results were IMPase Li inh 14%, HttQ103 aggreg 5%, GAA inhib 2%, aGlu spleen mod -4%, HTT cytoprotect -5%[10 µM], GoLoco inh red 7% and GAA glycogen mod -4%.
`CC(C)Cc1cc(C(=O)Nc2cc(Cl)ccc2Cl)no1` gave IMPase Li inh 28%[38.3 µM], HttQ103 aggreg -18%, GAA inhib -9%, aGlu spleen mod 6%, HTT cytoprotect -2%[10 µM], GoLoco inh red 5% and GAA glycogen mod -3%.
O=C(c1cccs1)c1coc2ccc(O)c(CN3CCOCC3)c12 was read as IMPase Li inh -8%[38.3 µM], HttQ103 aggreg -7%, GAA inhib -5%, aGlu spleen mod -5%, HTT cytoprotect 4%, GoLoco inh red -2% and GAA glycogen mod 13%.
`O=C(NC1CCCC1)c1nc2c(nnn2Cc2cccc(Cl)c2)c(=O)[nH]1` gave IMPase Li inh -9%[38.3 µM], HttQ103 aggreg -9%, GAA inhib 5%, aGlu spleen mod -26%, HTT cytoprotect -17%, GoLoco inh red -4% and GAA glycogen mod 1%.
Screening CN(C)c1ncc2nc(-c3ccc(F)cc3)c(=O)n(C)c2n1 returned IMPase Li inh -4%, aGlu spleen mod 3%, HTT cytoprotect -18% and GoLoco inh red 1%.
`Cc1cc(=O)oc2ccc(OCC(=O)NCc3ccco3)cc12` gave IMPase Li inh 4%[38.3 µM], HttQ103 aggreg 1%, GAA inhib 1%, aGlu spleen mod -6%, HTT cytoprotect -2%, GoLoco inh red 4% and GAA glycogen mod 3%.
COc1ccc(CNC(=O)/C=C/c2ccc(S(=O)(=O)NCc3ccco3)cc2)cc1OC was read as IMPase Li inh 7%, HttQ103 aggreg -21%, GAA inhib -4%, aGlu spleen mod -5%, HTT cytoprotect 10%[10 µM], GoLoco inh red 18% and GAA glycogen mod -8%.
`Cc1cc(C)n(-c2ncc3c(n2)N(C)CCOC3=O)n1` gave HttQ103 aggreg 18%[9.22 µM], aGlu spleen mod 3%, HTT cytoprotect 12%[10 µM], GoLoco inh red 7% and GAA glycogen mod -1%.
For Clc1ccccc1N=C1NN=C(c2cccs2)CS1 the results were IMPase Li inh 10%, HttQ103 aggreg -19%, GAA inhib -13%, aGlu spleen mod -8%, HTT cytoprotect -26%, GoLoco inh red -1% and GAA glycogen mod -6%.
`CCOC(=O)Cn1nc(C)c(NC(=O)COc2cccc(Cl)c2)c1C` gave IMPase Li inh -3%, HttQ103 aggreg inconclusive, GAA inhib 0%, HTT cytoprotect 11%[10 µM], GoLoco inh red 6% and GAA glycogen mod 1%.
`Cc1ccc(NC(=O)C(C)N2C(=O)c3ccccc3C2=O)cc1S(=O)(=O)N1CCOCC1` (stereo not drawn) gave IMPase Li inh -4%, HttQ103 aggreg 24%, GAA inhib 0%, aGlu spleen mod 2%, HTT cytoprotect -39%[inhibitor], GoLoco inh red 1% and GAA glycogen mod 4%.
COc1cc2c(c(OC)c1OC)C(=O)CC2 was read as HttQ103 aggreg -1%[9.22 µM], aGlu spleen mod -4%, HTT cytoprotect 0%[10 µM], GoLoco inh red 2% and GAA glycogen mod 4%.
Screening C=CCC1(CC=C)CCCN1C(=O)CC1C(=O)NCCN1Cc1ccccc1OC (stereo not drawn) returned IMPase Li inh 15%, HttQ103 aggreg -24%[9.22 µM], GAA inhib -1%, aGlu spleen mod 0%, HTT cytoprotect 9%[10 µM], GoLoco inh red 12% and GAA glycogen mod -10%.
For O=C(O)CN1C(=O)/C(=C/C=C/c2ccccc2)SC1=S the results were IMPase Li inh -3%, HttQ103 aggreg 22%, GAA inhib -13%, HTT cytoprotect -134%[inhibitor], GoLoco inh red 15% and GAA glycogen mod -3%.
COc1cc(/C=C2\SC(=Nc3ccccc3)N(CCc3c[nH]c4ccccc34)C2=O)ccc1OC(C)C(=O)O (stereo not drawn) was read as IMPase Li inh 5%, HttQ103 aggreg inconclusive, GAA inhib inconclusive, aGlu spleen mod -10%, GoLoco inh red -4% and GAA glycogen mod 10%.
For O=C(Nc1ccc2c(c1)Cc1ccccc1-2)[C@@H]1[C@H](C(=O)O)[C@]2(Cl)C(Cl)=C(Cl)[C@@]1(Cl)C2(Cl)Cl the results were IMPase Li inh -1%, HTT cytoprotect -4%[10 µM] and GoLoco inh red 0%[14.2 µM].
For COc1ccc(-c2cc3nc(C)cc(N4CC(C)CC(C)C4)n3n2)cc1 (stereo not drawn) the results were IMPase Li inh 10%, HttQ103 aggreg -24%, GAA inhib -14%, aGlu spleen mod 6%, HTT cytoprotect 2%[10 µM], GoLoco inh red -3% and GAA glycogen mod -7%.
Screening CCCCOc1ccc(C(=O)NCC(=O)NCC(=O)OCC)cc1 returned IMPase Li inh 14%[38.3 µM], HttQ103 aggreg 6%, GAA inhib -7%, aGlu spleen mod -8%, HTT cytoprotect 17%, GoLoco inh red 4% and GAA glycogen mod 8%.
CC(=O)NC1=NN(C(C)=O)C(c2ccc(F)cc2)S1 (stereo not drawn) was read as IMPase Li inh 0%, HttQ103 aggreg -9%[9.22 µM], GAA inhib -7%, aGlu spleen mod 3%, HTT cytoprotect 0%[10 µM], GoLoco inh red 10% and GAA glycogen mod -6%.
For CCOC(=O)C/C(C)=N\Nc1ccc([N+](=O)[O-])cc1[N+](=O)[O-] the results were IMPase Li inh 19%, HttQ103 aggreg -9%, GAA inhib -10%, aGlu spleen mod 4%, HTT cytoprotect -37%[inhibitor], GoLoco inh red -9% and GAA glycogen mod inconclusive.
Screening Cc1cc(NC(=O)CSc2ccc(-c3ccccc3)nn2)no1 returned IMPase Li inh -8%[38.3 µM], HttQ103 aggreg 7%, GAA inhib 11%, aGlu spleen mod -1%, HTT cytoprotect -6%, GoLoco inh red -7% and GAA glycogen mod -11%.
Screening O=C(c1ccc(F)cc1)C1CCN(Cc2cn[nH]c2-c2ccccc2)CC1 returned HttQ103 aggreg -4%[9.22 µM], GAA inhib -8%, aGlu spleen mod -10%, HTT cytoprotect 3%[10 µM], GoLoco inh red -3% and GAA glycogen mod -1%.
Cc1ccc(S(=O)(=O)N2CCOCC2)cc1NC(=O)COC(=O)CNC(=O)c1ccccc1 was read as IMPase Li inh -3%, HttQ103 aggreg 7%, GAA inhib -1%, aGlu spleen mod 0%, HTT cytoprotect 3%[10 µM], GoLoco inh red -12% and GAA glycogen mod 12%.
Screening CCCNC(=O)COC(=O)CCC(=O)c1cccs1 returned IMPase Li inh 3%, HttQ103 aggreg 12%, GAA inhib 9%, aGlu spleen mod -7%, GoLoco inh red 13% and GAA glycogen mod 6%.

The list is partial. The share of hits here may be higher or lower than overall.
